Growth percent in the NCI-60 one-dose screen (48 h, 10 µM unless noted): 100 = growth as untreated, 0 = no growth, -100 = all killed.
HOP-62: HOP-62 NSCLC; 3.9% of 80,000 active
CCRF-CEM: CCRF-CEM leukemia; 7% of 77,000 active
HOP-92: HOP-92 NSCLC cells | 6.3% of 71,000 active
EKVX: EKVX NSCLC; 3% of 71,000 active
RPMI-8226: RPMI-8226 leukemia cells; 7.5% of 77,000 active; AID 1794781
A549/ATCC: A549/ATCC NSCLC. 3.7% of 81,000 active. AID 1794740
M14: M14 melanoma; 6.2% of 80,000 active; AID 1794745
UACC-62: UACC-62 melanoma. 5.4% of 81,000 active
Active calls of the source: *; · = not tested or not shown. Rule for the calls: active = growth percent below 10; inactive = the rest.

SMILES	HOP-62	CCRF-CEM	HOP-92	EKVX	RPMI-8226	A549/ATCC	M14	UACC-62
CN(C)N=Nc1ccc2c(cnn2C(=O)Nc2ccc(Cc3ccccc3)cc2)c1	84	33	87	49	57	52	30	11
COc1ccc(/C=N/NC(=O)c2c(Nc3ccccc3)nn(CC(O)c3ccccc3)c2N)cc1OC (configuration not stated)	103	101	112	·	97	102	105	87
COc1cc(CNC(=O)C2CSC3c4ccccc4C(=O)N23)cc(OC)c1OC (configuration not stated)	95	96	94	101	95	98	95	92
CCOC(=O)c1c(NCC(=O)Nc2cccc([N+](=O)[O-])c2)sc2c1CCCC2	-48*	8.8*	-25*	-23*	-11*	-14*	-85*	-90*
Nc1ccc(S(=O)(=O)c2ccc([N+](=O)[O-])cc2)cc1	113	93	120	101	96	96	100	·
COc1ccc(C2=N[C@@H](C)C(=O)c3c(nc4ccccn34)N2)cc1	80	92	72	·	89	106	95	94
Cc1[nH]c2ccccc2c1C1Cc2ccccc2N1C(=O)c1ccccc1 (configuration not stated)	77	84	79	92	87	72	92	84
C=CC(=O)Nc1cccc(C)c1Nc1cc(-c2cccnc2Cc2c(C)c(OC)cc(OC)c2C)ncn1	-38*	-0.4*	23	82	-24*	8.4*	53	38
O=C1CS/C(=N/c2nnc(-c3ccc(O)cc3)s2)N1	84	97	111	93	101	90	103	108
CC(=O)Nc1ccc(-c2nc(-c3cccc(OCCN4CCOCC4)c3)c(-c3ccnc(Br)c3)[nH]2)cc1	88	64	72	103	·	97	79	68

The results go on.
SMILES	HOP-62	CCRF-CEM	HOP-92	EKVX	RPMI-8226	A549/ATCC	M14	UACC-62
O=C(CSc1nc2ccccc2[nH]1)c1ccc(N2CCOCC2)cc1	104	103	104	80	109	102	106	97
CC1=NN(c2nc(-c3c(O)cc(C)oc3=O)cs2)C(=O)/C1=C\c1ccc(C)cc1	94	99	90	105	102	106	105	100
CC[C@H](CC[C@@H](C)[C@H]1CC[C@H]2[C@@H]3CC=C4C/C(=N/OCCC#N)CC[C@]4(C)[C@H]3CC[C@]12C)C(C)C	97	99	83	102	96	90	106	97
CCOC(=O)c1cc(C(=O)c2cc(OC)c(OC)c(OC)c2)n2c(-c3ccccn3)cccc12	96	106	114	89	85	103	114	94
COc1ccc(COc2ccc(/C=C3\C(=O)Nc4cc(Cl)ccc43)cc2OC)cc1	96	94	108	87	90	113	·	88
COc1cccc(Oc2nccc(-c3cn(CC(N)=O)nc3-c3cc(C)cc(OC)c3)n2)c1	103	104	85	91	100	100	101	94
COc1cc2c(cc1OC)C(O)=CC(=O)C2=O	108	101	117	112	98	108	106	106
O=C(O[C@H]1CO[C@H]2[C@@H]1OC[C@@H]2Oc1ccc(Nc2ncnc3ccsc23)cc1Cl)c1ccccc1	95	117	80	90	·	102	106	94
COc1cccc(/C=C/C(C)=O)c1OC	123	97	92	96	96	99	102	81
CO/N=C(/C(=O)NC1C(=O)N2C(C(=O)OC(C)OC(C)=O)=C(COC(N)=O)CSC12)c1ccco1 (configuration not stated)	106	112	·	98	114	94	98	102

Later entries
SMILES	HOP-62	CCRF-CEM	HOP-92	EKVX	RPMI-8226	A549/ATCC	M14	UACC-62
c1ccc(CNc2ncnc3ccc(-c4cnc5[nH]ncc5c4)cc23)cc1	61	73	58	47	61	38	95	76
CCC(C)NC(=O)c1cccc(C)c1 (configuration not stated)	114	102	103	106	118	115	112	97
COc1cccc(\C=N/N=C(N)/C(N)=N\N=C/c2cccc(OC)c2O)c1O	93	90	67	96	98	100	109	113
O=C(Nc1nc2c(Cl)cccc2s1)C(Cl)(Cl)Cl	98	104	94	84	105	106	100	90
COc1ccccc1C(=O)O/N=C(\N)Cc1cccc2ccccc12	95	80	91	·	73	70	86	83
COc1ccc(C2=NOC(C(=O)N3CCC(O)CC3)C2)cc1OC1CCCC1 (configuration not stated)	98	109	91	87	107	102	98	95
Cc1ccc(NC(c2cccc(Oc3ccccc3)c2)c2nnnn2C(C)(C)C)cc1 (configuration not stated)	91	90	85	93	80	82	98	68
COC1=CC(=O)C(OC)=C(O)C1=O	98	108	106	98	110	105	97	96
O=C(O)CCCc1cn(Cc2cn(CC(=O)Nc3cc(Cl)c(Cl)cc3Cl)nn2)c2ccccc12	88	104	95	102	111	112	98	92
CCCC(=O)NC(c1cccnc1)c1cc(Cl)c2cccnc2c1O (configuration not stated)	32	25	-5.5*	24	31	40	44	24

The list goes on.
SMILES	HOP-62	CCRF-CEM	HOP-92	EKVX	RPMI-8226	A549/ATCC	M14	UACC-62
COc1cc(C(O)C2C(=O)OCC2C2(c3ccc4c(c3)OCO4)SCCCS2)cc(OC)c1OC (configuration not stated)	101	98	78	89	99	97	97	87
Cc1cc(O)cc(C)c1N	92	124	109	101	121	108	101	102
O=C1CSC(=S)N1c1ccc(Cl)cc1	·	·	70	101	86	99	104	85
C=C(C)[C@@H]1CC[C@]2(C(=O)O)CC[C@]3(C)[C@H](CC[C@@H]4[C@@]5(C)C[C@@H](CC#Cc6ccc(Cl)cc6)C(=O)C(C)(C)[C@@H]5CC[C@]43C)[C@@H]12	55	28	68	40	23	31	1.2*	-20*
Ic1ccccc1-c1ccccc1	100	90	87	120	103	88	103	100
CC(=O)Nc1cc([N+](=O)[O-])cc([N+](=O)[O-])c1O	103	97	110	106	108	98	101	102
Nc1ccc2c(c1)Cc1cc(NC(=O)C(F)(F)F)ccc1-2	105	86	101	80	88	94	109	94
Cc1cc(-c2ccccc2)n[nH]1	93	76	84	101	99	96	108	99
COc1ccc2c(O)c(/C=C3\N=Nc4ncccc43)oc2c1C[C@@H]1CCNC[C@H]1F	-31*	-17*	99	-5.6*	-4.2*	-24*	-70*	-33*
NS(=O)(=O)c1ccc(NCc2nc(NC(=O)c3ccncc3)c3ccccc3n2)cc1	97	94	95	·	95	105	94	98

More compounds follow.
SMILES	HOP-62	CCRF-CEM	HOP-92	EKVX	RPMI-8226	A549/ATCC	M14	UACC-62
Clc1ncnc2[nH]ccc12	108	96	·	101	100	107	108	100
Cc1[nH]nc2c1C(c1cc(=O)oc3c1ccc1ccccc13)C(C#N)=C(N)O2 (configuration not stated)	85	79	90	86	88	87	98	78
O=C(O)CCCN1CCN([C@H](c2ccccc2)c2ccc(Cl)cc2)CC1	104	110	·	101	103	94	96	92
COc1cc(OC)c(C(C)=O)cc1OC	96	97	97	101	103	99	104	90
Cc1nc2ccc(Cl)cn2c1-c1nnc(SCc2c(F)c(F)c(F)c(F)c2F)o1	88	94	94	87	98	91	98	83
N#Cc1ccc(N2Cc3cc(Cl)ccc3OC3=C2C(=O)N(Cc2ccc(F)cc2)C3=O)cc1	52	-20*	-64*	37	-22*	69	-68*	-41*
CCCSc1nnc(Nc2cccc(C)c2)s1	103	95	78	88	94	102	111	78
CCCC(C#N)(C1=CCCCC1)c1ccccc1 (configuration not stated)	95	91	98	112	98	100	103	98
COc1ccccc1/C=C1\Oc2cc3occc3c(OC)c2C1=O	77	100	92	81	88	88	110	96
COc1ccc(C2(c3ccc(OC)cc3)c3ccccc3C(=O)c3ccccc32)cc1	98	108	73	92	104	85	98	73

Going on with the list:
SMILES	HOP-62	CCRF-CEM	HOP-92	EKVX	RPMI-8226	A549/ATCC	M14	UACC-62
O=C(CSc1nnc(-c2ccc(-c3nc4ccccc4[nH]3)cc2)o1)Nc1ccc(C(=O)/C=C/c2ccccc2)cc1	102	80	108	103	105	101	·	95
Cn1c(=O)[nH]c2nc(SCC(=O)Nc3ccc(C(=O)/C=C/c4ccccc4Cl)cc3)[nH]c2c1=O	·	100	90	99	105	101	101	100
Cc1cc(C(C)(C)CC(C)(C)C)ccc1OCCOCC[N+](C)(C)Cc1ccccc1	-83*	-8.8*	-73*	-0.7*	-20*	37	-83*	-92*
Cc1nc2sc(-c3ccc(CN4CCN(C)CC4)cc3)nn2c(=O)c1Cl	87	102	96	95	115	92	105	100
Cc1ccc(C2(C)OCCCO2)cc1	99	110	104	99	108	100	109	·
Cc1nc(N)[nH]c(=O)c1CCCCc1ccccc1	114	105	86	81	105	100	99	97
O=C1CN(/N=C\c2ccc([N+](=O)[O-])o2)C(=O)N1	97	58	103	108	157	109	103	103
O=C(NC(Cc1c[nH]c2ccccc12)C(=O)NCc1ccc2c(c1)OCO2)c1cccs1 (configuration not stated)	104	102	82	105	65	110	105	91
Cc1[nH]c(-c2nc3ccccc3[nH]2)c(C)c1C(=O)NCC(F)(F)F	104	110	99	104	·	104	104	99
CC1=C(C)C(=O)C(N2CCCC(C)C2)=CC1=O (configuration not stated)	99	93	92	104	88	109	107	93

(further entries)
Below each SMILES – HOP-62 | CCRF-CEM | HOP-92 | EKVX | RPMI-8226 | A549/ATCC | M14 | UACC-62
> Clc1cccc(Nc2ncnc3ccc(-c4cncc(-c5nn[nH]n5)c4)cc23)c1
    96 | 103 | 56 | 95 | 97 | 88 | 96 | 101
> CC(=O)Cn1cnc2sc(C(N)=O)c(C)c2c1=O
    99 | 116 | · | 78 | 163 | 87 | 108 | 134
> COc1cc(C(C)c2ccc3c(ccn3C)c2)cc(OC)c1OC (configuration not stated)
    29 | 16 | 48 | 35 | 16 | 16 | 11 | 33
> CCC1=C(C)C(=O)C2CCCCC2C1=O (configuration not stated)
    101 | 97 | · | · | 108 | 109 | 99 | 110
> COc1ccc(-c2nnc3c(/C=C/c4ccccc4O)nc4ccccc4n23)cc1
    93 | 47 | 73 | 65 | 50 | 76 | 82 | 72
> O=C1NC(=O)C([N+](=O)[O-])=C(O)C1=O
    104 | 111 | 86 | 101 | 116 | 94 | 90 | 101
> Brc1cc(-c2cc(-c3ccc4c(c3)OCCO4)[nH]n2)cs1
    61 | 23 | 65 | 62 | 30 | 43 | 35 | 55
> COc1ccc(Cn2cc(Cn3cc(C=C4C(=O)NC(=S)NC4=O)c4ccccc43)nn2)cc1
    100 | 22 | 86 | 92 | 77 | 123 | 90 | 76
> O=c1c(-c2nc3ccccc3[nH]2)cc2ccccc2n1Cc1cn(Cc2ccc(N3CCOCC3)cc2)nn1
    16 | 110 | 76 | 90 | 80 | 75 | 80 | 79
> Cc1nc2ncccc2nc1Nc1ccc(S(=O)(=O)Nc2ncccn2)cc1
    98 | 105 | 89 | 105 | 108 | 98 | 93 | ·
> O=P(CCc1ccccc1)(c1ccccc1)c1ccccc1
    102 | 94 | · | 104 | 105 | 107 | 109 | 101
> COc1ccc(S(=O)(=O)Nc2ccc(-c3ccc4c(c3)NC(=O)/C4=C\c3ccc[nH]3)cc2)cc1OC
    0.5* | 59 | 5.8* | -28* | 39 | -26* | 0.9* | -46*
> Cc1cc2n(n1)C(C(C)C)C(C(=O)c1cc(Cl)cc(Cl)c1O)=CN2 (configuration not stated)
    99 | 75 | 79 | 79 | 44 | 83 | 90 | 49
> Cn1c(=O)[nH]c2nc(SC/C(=N/O)c3ccccc3)[nH]c2c1=O
    98 | 99 | 96 | 95 | 105 | 98 | 103 | 96
> CC1(C)OC(=O)c2c(nc3c(-c4nc5ccccc5s4)c(Nc4ccccc4)sc3c2N)O1
    83 | 107 | 93 | 90 | 95 | 87 | 100 | 85
> Nc1nc(-c2ccccc2)c(N=Nc2ccccc2)s1
    67 | 54 | 19 | 62 | 73 | 60 | 68 | 60
> CN(C)c1ccc(/C=N\Nc2ccc([N+](=O)[O-])cn2)cc1
    111 | 85 | 104 | 100 | 99 | 94 | 98 | 100
> CCOC(=O)C(O)c1ccccc1 (configuration not stated)
    91 | 108 | 104 | 95 | 113 | · | 96 | 107
> CCCCn1cnc2c(SCc3ccc([N+](=O)[O-])cc3)nc(N)nc21
    95 | 86 | · | 103 | · | 91 | 106 | 80
> CC1Cc2cc(Br)ccc2-n2cccc21 (configuration not stated)
    · | 112 | 86 | 98 | 105 | 95 | 120 | 111

Next part.
Below each SMILES – HOP-62 | CCRF-CEM | HOP-92 | EKVX | RPMI-8226 | A549/ATCC | M14 | UACC-62
> O=C(COc1cccc2cccnc12)Nc1ccc(C(=O)/C=C/c2ccc(F)cc2)cc1
    106 | 101 | 103 | 98 | 96 | 99 | 107 | 91
> CO[C@H]1CO[C@H]2[C@@H]1OC[C@H]2O
    107 | 88 | · | 111 | 89 | 105 | 102 | 102
> CCn1c(SC/C(=N\O)c2ccccc2)nnc1-c1ccc(OC)c(OC)c1
    86 | 98 | 107 | 102 | 101 | 96 | 126 | 96
> CC(C)CC(NC(=O)OCC1c2ccccc2-c2ccccc21)C(=O)O (configuration not stated)
    103 | 99 | 96 | · | 101 | 95 | 105 | 104
> CC1SC(c2ccc(F)cc2)N(NC(=O)CCC(=O)c2nc3ncccc3[nH]2)C1=O (configuration not stated)
    92 | 106 | 89 | 89 | 107 | 94 | 101 | 91
> COc1cc(NC(=O)c2cc3ccccc3nc2Nc2ccc(F)cc2)cc(OC)c1OC
    83 | 42 | 29 | · | 30 | 43 | 30 | 37
> COc1ccc(NC(=O)/C=C(C)/C=C/C=C(C)/C=C/C2=C(C)CCCC2(C)C)cc1
    · | 61 | 62 | 83 | 44 | 40 | · | 77
> [O-][n+]1cccc(O)c1
    93 | 98 | · | 104 | 106 | 105 | 103 | 100
> CN(C)CC(OC(=O)C(c1ccccc1)c1ccccc1)c1ccccc1 (configuration not stated)
    75 | 92 | 83 | 112 | 89 | 91 | 96 | 103
> N#CCNC(=O)c1ccc(-c2nc3ccc4[nH]ncc4c3c3c2CCCC3)cc1
    94 | 95 | 123 | 82 | 79 | 84 | 72 | 72
> CCCCCCCSC(=S)NC1c2ccccc2Oc2ccccc21
    95 | 76 | 79 | 105 | 96 | 95 | 105 | 95

Full records, quoted from the list. Order of screens: HOP-62, CCRF-CEM, HOP-92, EKVX, RPMI-8226, A549/ATCC, M14, UACC-62
Listed for `Brc1cc(-c2cc(-c3ccc4c(c3)OCCO4)[nH]n2)cs1` → 61, 23, 65, 62, 30, 43, 35, 55
Listed for `CC(C)CC(NC(=O)OCC1c2ccccc2-c2ccccc21)C(=O)O` (configuration not stated) → 103, 99, 96, ·, 101, 95, 105, 104
Listed for `O=C(O[C@H]1CO[C@H]2[C@@H]1OC[C@@H]2Oc1ccc(Nc2ncnc3ccsc23)cc1Cl)c1ccccc1` → 95, 117, 80, 90, ·, 102, 106, 94
Listed for `Cc1cc(-c2ccccc2)n[nH]1` → 93, 76, 84, 101, 99, 96, 108, 99
Listed for `O=C(Nc1nc2c(Cl)cccc2s1)C(Cl)(Cl)Cl` → 98, 104, 94, 84, 105, 106, 100, 90

Screens (PubChem BioAssay)
